# From PubChem
# TcdB inh = blocks C. difficile toxin B glycohydrolase activity; P18177; TcdB glycohydrolase enzymatic assay, plate reader; inhibition, % at 9.99 µM; hit rate 0.24% among 350,000; in the data active = inhibition above about 10%
# Numbers without * were called inactive; & = joins results of further samples. The list is partial. The share of hits here may be higher or lower than overall.
C[C@@H]1CN([C@@H](C)CO)C(=O)Cc2cc(NC(=O)Cn3cnnn3)ccc2O[C@@H]1CN(C)Cc1ccc(Cl)c(Cl)c1
  TcdB inh = 0.0

CCCc1cn(CC[C@@H]2CC[C@H](NC(=O)C3CCCCC3)[C@H](CO)O2)nn1
  TcdB inh = -0.3

O=C(Nc1ccccc1Cl)N1[C@H](CO)[C@@H]2c3ccccc3NC[C@@H]21
  TcdB inh = 0.4

C[C@@H]1CN([C@H](C)CO)C(=O)c2cc(C#CCN(C)C)cnc2O[C@@H]1CN(C)C(=O)CN1CCOCC1
  TcdB inh = -0.1

C/C=C/c1ccc([C@H]2[C@@H](CO)N(CCC(F)(F)F)[C@@H]2CNC(=O)C2CCC2)cc1
  TcdB inh = 0.4

Cc1nn(C)cc1NC(=O)C[C@@H]1CC[C@@H]2[C@H](COc3ccc(NC(=O)NC(C)C)cc3C(=O)N2C)O1
  TcdB inh = -2.0

COc1ccccc1S(=O)(=O)N[C@H]1CC[C@H](CCNC(=O)C2CCCC2)O[C@@H]1CO
  TcdB inh = -7.1

CCCN(C)C[C@@H]1OCCCC[C@H](C)Oc2ccc(NC(=O)CCC(F)(F)F)cc2C(=O)N([C@H](C)CO)C[C@@H]1C
  TcdB inh = 0.7

CC=Cc1ccc2n(c1=O)C[C@@H]1[C@@H](CO)[C@H](C(=O)NCc3ccc4c(c3)OCO4)[C@H]2N1C(=O)C1CC1 (mixture of isomers)
  TcdB inh = 1.0

CCNC(=O)C[C@@H]1CC[C@@H]2[C@@H](COc3ccc(NC(=O)c4cc(C)on4)cc3C(=O)N2C)O1
  TcdB inh = 0.7

C[C@H](CO)N1C[C@H](C)[C@@H](CN(C)C(=O)c2ccccc2)Oc2cc(-c3cccc(C#N)c3)ccc2S1(=O)=O
  TcdB inh = -0.4

CC(=O)N1CCCCN2[C@H](C1)[C@@H](c1ccc(-c3cccc(C(=O)N(C)C)c3)cc1)[C@@H]2CO
  TcdB inh = 0.1

O=C(C[C@H]1CC[C@@H](NC(=O)CN2CCOCC2)[C@H](CO)O1)NCCc1ccccc1
  TcdB inh = -0.2

COc1ccc(CN(C)C[C@H]2Oc3c(NS(C)(=O)=O)cccc3C(=O)N([C@@H](C)CO)C[C@H]2C)cc1
  TcdB inh = 0.8

CN(C)CC(=O)N1[C@H](CO)[C@H](c2ccccc2-c2cccc(C(=O)N(C)C)c2)[C@@H]1C#N
  TcdB inh = 0.0

# Compounds from the list above with a Cl atom:
C[C@@H]1CN([C@@H](C)CO)C(=O)Cc2cc(NC(=O)Cn3cnnn3)ccc2O[C@@H]1CN(C)Cc1ccc(Cl)c(Cl)c1
  TcdB inh = 0.0

O=C(Nc1ccccc1Cl)N1[C@H](CO)[C@@H]2c3ccccc3NC[C@@H]21
  TcdB inh = 0.4

# The list goes on.
C[C@H]1CN([C@@H](C)CO)C(=O)c2cccc(NC(=O)Nc3ccc(C(F)(F)F)cc3)c2O[C@H]1CN(C)S(=O)(=O)c1cn(C)cn1
  TcdB inh = 0.5

COc1ccc2c3c([nH]c2c1)[C@H](CO)N(C(C)=O)CC31CCN(C(=O)c2ccc3c(c2)OCO3)CC1
  TcdB inh = 2.5

C[C@@H]1CN([C@@H](C)CO)C(=O)Cc2cc(NC(=O)Nc3ccccc3)ccc2O[C@H]1CN(C)C
  TcdB inh = -0.4

O=C([C@@H]1N[C@@H]2c3ccc(-c4ccccc4)c(=O)n3C[C@@H]2[C@H]1CO)N1CCOCC1
  TcdB inh = 0.0

CC(=O)N1CC[C@@H]2[C@H]1c1cc(-c3cccc(F)c3)ccc1N(C)[C@@H]2CO
  TcdB inh = 0.8

O=C(C[C@@H]1CC[C@@H](NC(=O)Nc2cc(F)ccc2F)[C@H](CO)O1)NCc1ccc2c(c1)OCO2
  TcdB inh = -14.4

CCCNC(=O)N1CC2(CCN(C(=O)c3cccc(F)c3)CC2)c2c([nH]c3cc(OC)ccc23)[C@H]1CO
  TcdB inh = -0.7

C[C@H]1CN([C@@H](C)CO)C(=O)c2cc(NC(=O)Nc3ccc4c(c3)OCO4)ccc2O[C@H]1CN(C)S(C)(=O)=O
  TcdB inh = 0.6

CCS(=O)(=O)Nc1ccc2c(c1)C(=O)N(C)[C@@H]1CC[C@H](CC(=O)N[C@@H]3CCN(Cc4ccccc4)C3)O[C@H]1CO2
  TcdB inh = -0.1

C/C=C/c1ccc([C@H]2[C@H](CO)N3C(=O)CN(C(=O)Nc4ccc(F)cc4)C[C@@H]23)cc1
  TcdB inh = -0.9

CNC[C@@H]1Oc2ccc(NS(=O)(=O)c3ccc(OC)cc3)cc2C(=O)N([C@@H](C)CO)C[C@@H]1C
  TcdB inh = 1.4

C[C@@H]1CN([C@H](C)CO)C(=O)Cc2cc(NS(=O)(=O)c3ccc(F)cc3)ccc2O[C@@H]1CN(C)Cc1ccc(C(=O)Nc2ccccc2N)cc1
  TcdB inh = -0.2

COc1ccc(NC(=O)N(C)C[C@H]2Oc3ncc(-c4cccnc4)cc3C(=O)N([C@H](C)CO)C[C@H]2C)cc1
  TcdB inh = -1.0

C[C@@H]1CN([C@@H](C)CO)C(=O)c2cc(NC(=O)CCCN(C)C)ccc2O[C@@H]1CN(C)Cc1ccc(C(F)(F)F)cc1
  TcdB inh = -0.6

COc1cccc(-c2cnc3c(c2)C(=O)N([C@@H](C)CO)C[C@H](C)[C@@H](CN(C)Cc2ccc(F)cc2)O3)c1
  TcdB inh = 0.7

# Of the compounds above, 2 contain an NH in an aromatic ring.
COc1ccc2c3c([nH]c2c1)[C@H](CO)N(C(C)=O)CC31CCN(C(=O)c2ccc3c(c2)OCO3)CC1
  TcdB inh = 2.5

CCCNC(=O)N1CC2(CCN(C(=O)c3cccc(F)c3)CC2)c2c([nH]c3cc(OC)ccc23)[C@H]1CO
  TcdB inh = -0.7

# The results go on:
COc1ccc(S(=O)(=O)N(C)C[C@@H]2Oc3ccc(NC(=O)NC4CCCCC4)cc3C(=O)N([C@@H](C)CO)C[C@@H]2C)cc1
  TcdB inh = 0.3

C[C@H]1CN([C@@H](C)CO)C(=O)c2cccc(NS(C)(=O)=O)c2O[C@H]1CN(C)C(=O)Nc1ccccc1
  TcdB inh = -1.1

CC(=O)N(C[C@@H]1N[C@@H](CO)[C@@H]1c1ccc(-c2ccccc2)cc1)C(C)C
  TcdB inh = 1.7

C[C@@H]1CN([C@@H](C)CO)C(=O)c2cc(C#CCN(C)C)cnc2O[C@@H]1CN(C)C(=O)c1ccc2c(c1)OCO2
  TcdB inh = -0.1

C[C@H]1CN([C@@H](C)CO)C(=O)c2cccc(NC(=O)Nc3ccc(C(F)(F)F)cc3)c2O[C@@H]1CN(C)C(=O)Nc1cccc2ccccc12
  TcdB inh = 0.2

COc1ccc(-c2cnc3c(c2)C(=O)N([C@@H](C)CO)C[C@H](C)[C@@H](CN(C)Cc2ccc(C(=O)O)cc2)O3)cc1
  TcdB inh = 0.0

CC(=O)N(C)C[C@@H]1Oc2cc(C#CC3CCCCC3)ccc2S(=O)(=O)N([C@H](C)CO)C[C@H]1C
  TcdB inh = 0.4

COC(=O)c1ccc(CN2C(=O)[C@]3(OCCC=C[C@H]3C)c3cc(OC)ccc32)cc1
  TcdB inh = 1.7

C[C@H]1CN([C@@H](C)CO)C(=O)c2cccc(NS(=O)(=O)c3ccccc3)c2O[C@@H]1CN(C)C(=O)Nc1ccccc1
  TcdB inh = -2.5

COc1cccc(-c2ccc3n(c2=O)C[C@@H]2[C@@H](CO)[C@H](C(=O)NCCN4CCCCC4)N(C)[C@H]32)c1
  TcdB inh = -0.7

O=C([C@@H]1[C@@H](CO)[C@@H]2Cn3c(cccc3=O)[C@H]1N2C(=O)c1ccc(F)cc1)N1CCCCC1
  TcdB inh = 2.4

C[C@@H]1CN([C@@H](C)CO)C(=O)c2c(c3ccccc3n2C)-c2ccccc2CO[C@@H]1CN(C)Cc1ccc(Oc2ccccc2)cc1
  TcdB inh = 0.7

COc1ccc(S(=O)(=O)N(C)C[C@H]2Oc3c(NC(=O)CCCCCC(=O)Nc4ccccc4N)cccc3C(=O)N([C@@H](C)CO)C[C@H]2C)cc1
  TcdB inh = -0.3

COc1cccc(-c2ccc3c(c2)[C@@H]2[C@@H](CCN2S(=O)(=O)c2ccc(F)cc2)[C@@H](CO)N3C)c1
  TcdB inh = -0.2

CO[C@@H]1CN(C)C(=O)c2ccc(NC(=O)c3ccno3)cc2OC[C@H](C)NC[C@H]1C
  TcdB inh = -1.7

C[C@H](O)C#Cc1ccc2c(c1)O[C@@H](CN(C)C)[C@@H](C)CN([C@H](C)CO)S2(=O)=O
  TcdB inh = -1.0

COc1cccc(S(=O)(=O)N2C[C@H](O)COC[C@H]3O[C@@H](CC(=O)N4CCOCC4)CC[C@@H]32)c1
  TcdB inh = -0.8

C[C@@H]1CN([C@H](C)CO)C(=O)c2cccc(NC(=O)c3nc4ccccc4s3)c2O[C@@H]1CN(C)S(=O)(=O)c1ccccc1
  TcdB inh = 1.0

C[C@@H]1CCCCO[C@@H](CN(C)Cc2ccncc2)[C@H](C)CN([C@@H](C)CO)C(=O)c2cc(NC(=O)NC3CCCCC3)ccc2O1
  TcdB inh = -0.6

C[C@H](CO)N1C[C@H](C)[C@@H](CN(C)C(=O)C2CC2)Oc2ncc(C#CCc3ccccc3)cc2C1=O
  TcdB inh = 0.7

COCC(=O)Nc1ccc2c(c1)C(=O)N(C)C[C@@H](OC)[C@@H](C)CN(CC1CC1)[C@H](C)CO2
  TcdB inh = 2.9

CCCC#Cc1ccc2c(c1)O[C@H](CN(C)Cc1cccnc1)[C@H](C)CN([C@H](C)CO)S2(=O)=O
  TcdB inh = -0.1

COc1ccc(NC(=O)N(C)C[C@H]2Oc3ccc(N(C)C)cc3C(=O)N([C@@H](C)CO)C[C@H]2C)cc1
  TcdB inh = -8.7

C[C@H](CO)N1C[C@H](C)[C@H](CN(C)C(=O)Nc2cccc3ccccc23)Oc2c(NC(=O)Nc3ccccc3)cccc2C1=O
  TcdB inh = 0.5

C[C@@H]1CN([C@@H](C)CO)C(=O)c2cc(-c3ccncc3)cnc2O[C@@H]1CN(C)C(=O)C1CCOCC1
  TcdB inh = 1.6

O=C(CC(F)(F)F)N1C[C@@H]2[C@H](c3ccccc31)[C@H](CO)N2C(=O)Cc1cccnc1
  TcdB inh = -2.4

COc1ccccc1-c1ccc([C@H]2[C@@H](CO)N(C(=O)C3CCCC3)[C@H]2C#N)cc1
  TcdB inh = 0.2

COCC(=O)Nc1ccc2c(c1)OC[C@H](C)N(Cc1ccncc1)C[C@H](C)[C@@H](OC)CN(C)C2=O
  TcdB inh = -0.1

O=C(Nc1ccccc1F)N1CC(=O)N2[C@@H](CO)[C@H](c3ccc(-c4ccccc4)cc3)[C@@H]2C1
  TcdB inh = 1.6

C[C@@H]1CN([C@@H](C)CO)C(=O)Cc2cc(NS(=O)(=O)c3ccccc3)ccc2O[C@@H]1CN(C)Cc1ccc2c(c1)OCO2
  TcdB inh = -2.5

C[C@@H]1CN([C@H](C)CO)C(=O)c2cc(NC(=O)Cc3ccccc3)ccc2O[C@H]1CN(C)Cc1ccc(C(=O)Nc2ccccc2N)cc1
  TcdB inh = -0.3

CCS(=O)(=O)N1CCC2(CC1)CN(C(=O)Nc1c(C)noc1C)[C@H](CO)c1[nH]c3cc(OC)ccc3c12
  TcdB inh = 0.3

C[C@@H]1CCCCO[C@H](CN(C)S(=O)(=O)c2ccc(Cl)cc2)[C@@H](C)CN([C@@H](C)CO)C(=O)c2cc(NS(C)(=O)=O)ccc2O1
  TcdB inh = -0.5

C[C@H](NC(=O)C[C@H]1CC[C@H](NC(=O)c2cccnc2)[C@@H](CO)O1)c1ccccc1
  TcdB inh = 1.1

Cc1noc(C)c1NC(=O)Nc1ccc2c(c1)C(=O)N([C@@H](C)CO)C[C@H](C)[C@@H](CN(C)C(=O)C1CCCCC1)OCCCC[C@@H](C)O2
  TcdB inh = -0.6

CNC[C@H]1OCCCC[C@@H](C)Oc2ccc(NS(=O)(=O)c3ccc(OC)cc3)cc2C(=O)N([C@H](C)CO)C[C@H]1C
  TcdB inh = 0.2

C[C@H](CO)N1C[C@H](C)[C@H](CN(C)C(=O)Nc2ccc(F)cc2)OCCCC[C@H](C)Oc2ccc(NC(=O)Nc3ccc(F)cc3)cc2C1=O
  TcdB inh = -0.3

CC(C)NC(=O)N(C)C[C@@H]1Oc2ccc(NC(=O)C3CCCCC3)cc2C(=O)N([C@@H](C)CO)C[C@H]1C
  TcdB inh = -0.1

COc1ccc(S(=O)(=O)N[C@H]2CC[C@H](CC(=O)O)O[C@@H]2CO)cc1
  TcdB inh = -0.2

C[C@@H]1CN([C@@H](C)CO)S(=O)(=O)c2ccc(-c3ccc(C(=O)N(C)C)cc3)cc2O[C@@H]1CN(C)Cc1ccc2c(c1)OCO2
  TcdB inh = -9.9

C[C@@H]1CCCCO[C@H](CN(C)Cc2ccc(C(=O)O)cc2)[C@@H](C)CN([C@H](C)CO)C(=O)c2cc(NC(=O)Nc3ccccc3)ccc2O1
  TcdB inh = -2.4

O=C(Nc1ccc(Cl)c(Cl)c1)N[C@H]1CC[C@@H](CCNC(=O)c2ccc(F)cc2)O[C@@H]1CO
  TcdB inh = -1.7

C[C@H]1CN([C@@H](C)CO)C(=O)c2ccccc2-c2ccccc2CO[C@@H]1CN(C)S(=O)(=O)c1cccs1
  TcdB inh = 0.0

CO[C@H]1CN(C)C(=O)c2cc(NC(=O)c3cnccn3)ccc2OC[C@H](C)N(C(=O)C2CC2)C[C@H]1C
  TcdB inh = -4.7

COc1cccc(-c2ccc(C3[C@H]4CNC[C@@H]3N4Cc3ccc(F)cc3)cc2)c1 (some centres not stated)
  TcdB inh = 0.9&1.1

O=C(N[C@H]1C=C[C@@H](CC(=O)N2CCc3ccccc3C2)O[C@H]1CO)C1CCC1
  TcdB inh = 0.8

COc1ccccc1-c1ccc([C@H]2[C@@H](CO)N3CCCCN(C(=O)c4ccncc4)C[C@@H]23)cc1
  TcdB inh = -0.2

N#C[C@@H]1[C@H](c2ccc(C3=CCCCC3)cc2)[C@H](CO)N1C(=O)C1CCOCC1
  TcdB inh = 0.6

Cn1cnc(S(=O)(=O)N2C[C@H](O)COC[C@H]3O[C@H](CC(=O)NCc4cc(F)cc(F)c4)CC[C@@H]32)c1
  TcdB inh = -0.3

COc1ccc(NC(=O)N(C)C[C@H]2Oc3c(NC(=O)Nc4ccc(F)cc4)cccc3C(=O)N([C@H](C)CO)C[C@@H]2C)cc1
  TcdB inh = 0.2

CN(C)C(=O)C[C@@H]1CC[C@@H](NC(=O)C2CCOCC2)[C@@H](CO)O1
  TcdB inh = 0.5

CC(=O)N(C)C[C@@H]1Oc2ncc(C#CC3(O)CCCC3)cc2C(=O)N([C@@H](C)CO)C[C@H]1C
  TcdB inh = -1.0
